RXFP1 antag = blocks the human relaxin receptor RXFP1 | Q9HBX9 | HEK293-RXFP1, relaxin-stimulated cAMP HTRF, 30 min; stronger effect = lower value | activity change, negative = inhibition, % at 57.5 µM | 350,000 tested, 0.59% active | AID 1259400;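 active means activity change of -60% or lower, but not beyond a set lower limit; inconclusive means change between -60% and -40%, or beyond the set limit; inactive means change above -40%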; further: on the % scale 0 is the no-effect control and ±100 the full control effect
Target sequence (Q9HBX9 whole entry, looked up): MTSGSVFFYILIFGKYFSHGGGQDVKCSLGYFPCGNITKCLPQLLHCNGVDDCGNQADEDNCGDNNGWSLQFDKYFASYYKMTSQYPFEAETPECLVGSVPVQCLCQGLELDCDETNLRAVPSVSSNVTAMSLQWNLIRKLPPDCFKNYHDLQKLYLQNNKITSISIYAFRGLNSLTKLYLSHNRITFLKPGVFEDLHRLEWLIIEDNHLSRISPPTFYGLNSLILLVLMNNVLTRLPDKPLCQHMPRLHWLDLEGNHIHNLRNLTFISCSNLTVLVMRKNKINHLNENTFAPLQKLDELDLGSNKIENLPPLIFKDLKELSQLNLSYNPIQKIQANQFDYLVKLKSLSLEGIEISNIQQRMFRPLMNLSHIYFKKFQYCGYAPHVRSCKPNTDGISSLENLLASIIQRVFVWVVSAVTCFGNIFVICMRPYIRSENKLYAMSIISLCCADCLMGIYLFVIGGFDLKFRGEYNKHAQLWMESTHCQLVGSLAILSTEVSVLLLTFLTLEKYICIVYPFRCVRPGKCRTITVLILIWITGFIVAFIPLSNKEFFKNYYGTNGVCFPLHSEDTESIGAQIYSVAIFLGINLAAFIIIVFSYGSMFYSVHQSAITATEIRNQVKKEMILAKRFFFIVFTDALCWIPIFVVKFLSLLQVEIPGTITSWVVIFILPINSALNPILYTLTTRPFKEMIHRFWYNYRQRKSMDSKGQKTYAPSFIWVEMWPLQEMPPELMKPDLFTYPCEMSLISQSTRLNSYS
D1 PAM = human D1 dopamine receptor positive modulation; HEK293 TREx D1 cells, calcium flux, dopamine EC20 potentiation; potentiation, % at 10 µM; 360,000 tested, 0.036% active; AID 504651; in the data active means potentiation above about 30%; further: 0% is about no effect
D1 antagonist = human D1 dopamine receptor antagonism; HEK293 TREx D1 cells, calcium flux, dopamine EC80; stronger effect = lower value; AID 504652; P21728; activity change, negative = inhibition, % at 10 µM; 360,000 tested, 3.2% active; in the data active means activity change below about -30%; further: on the % scale 0 is the no-effect control and ±100 the full control effect
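Inducible Hek293 Trex D1 cells (tetracycline, overnight, 30 C). Calcium dye 30–90 min RT. Antagonist mode: EC80 dopamine added after 180 s compound read.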
Vif-A3F inh = Vif-A3F binding inhibition | HeLa A3F-eYFP + Vif (tagged APOBEC3F with the HIV-1 protein that degrades it), YFP fluorescence increase | Potency, µM (series often up to 46.1 µM), without a hit: at the highest dose activity, negative = active | 390,000 tested, 0.2% active | AID 602313; further: potency means the concentration at half of the fitted maximal effect; % of control where 0% means no effect; nearly all actives have a fitted effect of over 65% in size
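Fluorescence increase (Ex 488/Em 500-530) after overnight compound treatment at 37 deg C flags inhibition of Vif-driven A3F-eYFP loss in stable HeLa A3F-eYFP/Vif cells seeded overnight beforehand.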
Vif-A3G inh = blocks the Vif interaction with human APOBEC3G. Q9HC16. HeLa A3G-eYFP + Vif (tagged APOBEC3G with the HIV-1 protein that degrades it), YFP fluorescence, overnight. Potency, µM (doses to about 46.1 µM), for inactives: at the top dose activity, negative = active, actives largely listed as inhibitors. 410,000 tested, 0.076% active. AID 602310;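 further: potency means the concentration at half of the fitted maximal effect; on the % scale 0 is the no-effect control and ±100 the full control effect; nearly all actives have a fitted effect of over 60% in size; hits raise eYFP signal because A3G escapes Vif-driven loss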
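Read-out is eYFP fluorescence (Ex 488/Em 500-530) from Vif-expressing HeLa A3G-eYFP cells; more signal means A3G escaped Vif-mediated degradation. Cells plated overnight, compound pinned in, incubated overnight at 37 deg C.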
D1 agonist = agonists of human D1 dopamine receptor; P21728; HEK293 T-REx D1 cells, calcium flux, agonist mode; activation, % at 2 µM; 360,000 tested, 1% active; in the data active means activation above about 30%; further: 0% is about no effect
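Inducible HEK293 T-REx D1 cells, force-coupled to calcium signalling, were plated at 4000 cells/well with tetracycline and held overnight at 30 C. After no-wash calcium dye loading, compound-evoked calcium rise over 180 s flagged agonists.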
D2 PAM = D2 dopamine receptor (human) potentiation. P14416. HEK293 T-REx D2, calcium flux, EC20 dopamine potentiation. potentiation, % at 10 µM. 340,000 tested, 0.34% active. AID 485347;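 active means potentiation over 3 SD above the plate norm, cut at about 30% in these data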; further: 0% is about no effect
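Using a no-wash calcium dye in inducible, force-coupled HEK293 Trex cells expressing D2, we tracked fluorescence each second for 180 s after compound, then for 180 s after EC20 dopamine to detect augmented signalling.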
RXFP1 ag = agonists of human relaxin receptor RXFP1; Q9HBX9; HEK293T-RXFP1 cAMP TR-FRET, 30 min; response scale: percent of porcine relaxin response, buffer zero; Potency, µM (series often up to 57.5 µM), without a hit: top-dose activation, most hits filed as activators; 370,000 tested, 0.3% active; AID 2676; further: potency means the concentration at half of the fitted maximal effect; on the % scale 0 is the no-effect control and ±100 the full control effect; nearly all actives have a fitted effect of over 60% in size; many of its hits are not listed in these tables
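HEK293T cells stably expressing RXFP1 were pretreated with the PDE4 inhibitor Ro 20174, exposed to compounds for 30 min at 37C, lysed, and cAMP was read by TR-FRET. Data normalized to buffer (basal) and 29 nM porcine relaxin (100%).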
GRP78 ERSR act = induces the endoplasmic reticulum stress response in human glioma cells | Potency, µM, for the others: at the highest dose activation, most hits filed as activators | 420,000 tested, 0.02% active | U87-MG GRP78 promoter luciferase reporter, 16 h; further: potency means the concentration at half of the fitted maximal effect; series mostly up to about 76 µM; % of control where 0% means no effect; nearly all actives have a fitted effect of over 35% in size
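Stably transfected U87-MG glioma cells carrying a GRP78-based luciferase sensor; 16 h compound incubation. Luminescence end-point read 10 min after Bright-Glo addition at room temperature.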
Starred values were filed as active, the others as inactive; i = inactive; ? = inconclusive; . = not tested or not shown. Unless noted, the call rests on the fitted dose curve; in most records, active means well fitted curve in the direction sought with a large enough effect; inconclusive means small, poorly fitted or top-dose-only effect, or another doubt; inactive means no such curve, though single readings can be large; an effect the other way counts as inactive or inconclusive. Some of the compounds tested, so the mix of outcomes need not match the whole.

#1 COc1ccc(/C=C2\CCC(C3CCCC3)C2=O)cc1 (stereo not drawn)
#2 Clc1ccc(/C(Cc2nc3ccccc3[nH]2)=N\Nc2ccccc2)cc1
#3 CC(=O)Nc1ccc(S(=O)(=O)N/N=C/c2ccc(C)s2)cc1
#4 Cc1ccc(NC(=O)CCc2nc3ccccc3c(=O)[nH]2)cc1S(=O)(=O)N1CCOCC1
#5 Cc1ccc(/C=C(\C#N)C(=O)Nc2c(C)cccc2C)s1
#6 CCOC(=O)c1c(NC(=O)C2C3CCC(O3)C2C(=O)O)sc2c1CCC(CC)C2 (stereo not drawn)
#7 CC(C)c1nnc(NC(=O)CCC(=O)NCc2cccs2)s1
#8 CCOc1ccc(S(=O)(=O)N2CCCCC2)cc1NC(=O)c1ccccc1
Screen / compound no.	1	2	3	4	5	6	7	8
GRP78 ERSR act	-1%	2%	3%	0%	-3%	-4%	6%	-5%
RXFP1 antag	-3	-17	-30	4	-15	13	6	1
D2 PAM	-12	-1	0	16	-3	0	-2	.
D1 agonist	5	2	1	3	4	1	0	.
RXFP1 ag	-0.1%	0.3%	4.2%	1.3%	0.0%	5.6%	2.3%	.
Vif-A3G inh	0%	-24%	-1%	1%	-1%	1%	-6%	2%
Vif-A3F inh	12%	-5%	-11%	-6%	-17%	8%	-8%	5%
D1 antagonist	5	-11	0	1	-12	3	-12	.
D1 PAM	-2	-6	-2	-5	9	3	-7	.

#9 Cc1cc(C)c2nc(SCC(=O)N3CCCCC3)c(C#N)cc2c1
#10 CCn1c(Cc2cccc3ccccc23)nnc1SCC(=O)Nc1nccs1
#11 Cc1cc2c(NCC(C)O)ncnc2s1 (stereo not drawn)
#12 Cc1ccc(CNC(=O)CSc2ccc(-c3cccs3)nn2)cc1
#13 CCOC(=O)c1sc(NC(=O)CSc2nncn2C)nc1C
#14 Cc1cc(NC(=O)c2ccc3c(c2)C(=O)N(Cc2ccccc2)C3=O)no1
#15 CNC(=O)c1sc2nc(-c3ccc(OC)cc3)cn2c1C
#16 CN(C)C(CNC(=O)c1cc(Br)ccc1Cl)c1ccco1 (stereo not drawn)
Screen / compound no.	9	10	11	12	13	14	15	16
GRP78 ERSR act	-4%	0%	-3%	-5%	0%	-4%	-6%	-4%
RXFP1 antag	-10	-15	-4	-3	4	-8	5	-16
D2 PAM	-4	1	.	-13	-2	.	7	-12
D1 agonist	0	4	.	0	3	0	5	12
RXFP1 ag	?	1.7%	.	7.5%	2.2%	1.2%	3.2%	-3.2%
Vif-A3G inh	-1%	-13%	2%	1%	6%	-1%	-5%	-1%
Vif-A3F inh	2%	-1%	5%	1%	4%	-28%	2%	-3%
D1 antagonist	4	13	.	4	7	18	-4	-28
D1 PAM	2	0	.	0	-3	4	.	-4

#17 OCCCc1ccc(O)c(O)c1
#18 O=C(COc1ccccc1[N+](=O)[O-])Nc1ccc2oc(=O)ccc2c1
#19 COc1cccc(/C=C/C(=O)OCC(=O)c2c[nH]c3ccccc23)c1OC
#20 CC1(C)Cc2cccc(OCC(=O)NCCOc3ccccc3)c2O1
#21 CC(C)(C)NC(=O)NC(=O)CSc1ncn[nH]1
#22 CCCCOCCCNc1ncnc2c1[nH]c1ccccc12
#23 O=C(NNC(=O)c1cccs1)c1cccc(F)c1
#24 CCOc1ccc(CCNC(=O)COC(=O)c2ccc(OC)c(OC)c2OC)cc1OCC
Screen / compound no.	17	18	19	20	21	22	23	24
GRP78 ERSR act	1%	-4%	0%	-1%	-4%	-1%	5%	1%
RXFP1 antag	.	-4	22	-10	-19	-3	-1	-4
D2 PAM	16	-2	-1	-3	0	-6	-3	-5
D1 agonist	0	-1	3	2	3	25	-2	0
RXFP1 ag	-0.9%	21%	15%	1.4%	1.2%	-2.8%	0.6%	1.5%
Vif-A3G inh	2%	1%	2%	0%	-1%	1%	5%	-4%
Vif-A3F inh	4%	-7%	2%	-7%	-11%	-11%	1%	-7%
D1 antagonist	12	8	-6	-4	9	.	-5	-20
D1 PAM	-2	-7	-15	0	-3	-5	0	0

#25 Cc1ccccc1C(=O)N/N=C/c1ccc(OCC(=O)N2CCCCC2)cc1
#26 S=C1NC2=C(CCCC2)C2(CCCCC2)N1
#27 CCOc1cc(N2CCOCC2)c(OCC)cc1NC(=O)c1cc(C)cc(C)c1
#28 NC(=O)c1ccc(SCC(=O)OCC(=O)NCc2ccco2)c([N+](=O)[O-])c1
#29 CCOC(=O)Cn1nc(C)c(NC(=O)COc2ccc(F)cc2F)c1C
#30 COc1cc(N2CCCC2)c(OC)cc1/C=C(/C#N)c1cccc(Br)c1
#31 COc1ccc(OC)c(-c2csc(NC(=O)C3COc4ccccc4O3)n2)c1 (stereo not drawn)
#32 O=C(CNc1n[nH]c(=O)[nH]c1=O)N/N=C/C=C/c1ccccc1
Screen / compound no.	25	26	27	28	29	30	31	32
GRP78 ERSR act	1%	-4%	-3%	-2%	.	-4%	-5%	0%
RXFP1 antag	-1	-3	-12	-24	.	1	2	-8
D2 PAM	1	-20	1	0	9	15	2	9
D1 agonist	2	0	3	1	4	35*	1	2
RXFP1 ag	-0.5%	-0.2%	-2.1%	-1.1%	0.0%	-3.0%	-0.9%	-0.8%
Vif-A3G inh	-20%	-1%	0%	0%	.	?	-1%	2%
Vif-A3F inh	-4%	-4%	-6%	2%	.	i	-5%	3%
D1 antagonist	6	0	-6	3	-9	0	-19	2
D1 PAM	2	-5	3	-1	6	-1	-3	-2

#33 Cc1ccc(-c2nnn(CC(=O)N3CCCCC3)n2)o1
#34 Cc1ccc(O)c(C2=Nc3ccccc3N=C(c3cccc(F)c3)C2)c1
#35 O=C(NCC(F)(F)F)N1CCOCC1
#36 Cn1cc(-c2cccc(C(F)(F)F)c2)cc(C#N)c1=O
#37 O=C(Nc1ccc(NC(=O)c2ccco2)cc1)c1ccco1
#38 O=C(Cc1ccccc1)NCC(=O)Nc1ccc(OC(F)(F)F)cc1
#39 COCCn1c(/C=C/c2ccccc2)nc2ccccc21
#40 CCN1CCOC(CC(=O)Nc2cccc([N+](=O)[O-])c2)C1=O (stereo not drawn)
Screen / compound no.	33	34	35	36	37	38	39	40
GRP78 ERSR act	1%	.	-5%	-4%	0%	0%	-2%	-10%
RXFP1 antag	7	.	1	-1	0	-7	-23	-18
D2 PAM	17	12	4	-12	-8	14	17	-10
D1 agonist	1	-2	1	2	0	0	-1	0
RXFP1 ag	1.1%	-1.4%	0.2%	0.0%	-2.8%	1.0%	7.4%	0.9%
Vif-A3G inh	0%	.	3%	-8%	-5%	0%	-12%	-3%
Vif-A3F inh	-3%	.	-10%	-7%	0%	2%	-33%	6%
D1 antagonist	-21	14	-25	-1	-2	-5	-34*	-2
D1 PAM	-8	1	1	2	2	-1	-3	-2

The closing 2 compounds of the section above lead into the next.
#39 COCCn1c(/C=C/c2ccccc2)nc2ccccc21
#40 CCN1CCOC(CC(=O)Nc2cccc([N+](=O)[O-])c2)C1=O (stereo not drawn)
#41 CCOC(=O)CCNC(=O)c1ccccc1Br
#42 COCCN(C(=O)COC(=O)c1cccnc1Cl)c1c(N)n(Cc2ccccc2)c(=O)[nH]c1=O
#43 CCc1ccc2[nH]c(=O)c(CN(Cc3ccc(OC)cc3)Cc3nnnn3CCOC)cc2c1
#44 COc1ccc(N(Cc2cc3ccc(C)cc3[nH]c2=O)C(=O)C2CCCO2)cc1 (stereo not drawn)
Screen / compound no.	39	40	41	42	43	44
GRP78 ERSR act	-2%	-10%	0%	-3%	-5%	-6%
RXFP1 antag	-23	-18	3	-6	-3	-1
D2 PAM	17	-10	6	-7	10	-7
D1 agonist	-1	0	2	1	5	1
RXFP1 ag	7.4%	0.9%	2.4%	-0.6%	2.4%	2.4%
Vif-A3G inh	-12%	-3%	-1%	0%	-2%	8%
Vif-A3F inh	-33%	6%	-1%	-1%	6%	2%
D1 antagonist	-34*	-2	4	14	10	2
D1 PAM	-3	-2	0	-5	2	-2

Among those listed so far, these contain an NH in an aromatic ring.
#2 Clc1ccc(/C(Cc2nc3ccccc3[nH]2)=N\Nc2ccccc2)cc1
#4 Cc1ccc(NC(=O)CCc2nc3ccccc3c(=O)[nH]2)cc1S(=O)(=O)N1CCOCC1
#19 COc1cccc(/C=C/C(=O)OCC(=O)c2c[nH]c3ccccc23)c1OC
#21 CC(C)(C)NC(=O)NC(=O)CSc1ncn[nH]1
#22 CCCCOCCCNc1ncnc2c1[nH]c1ccccc12
#32 O=C(CNc1n[nH]c(=O)[nH]c1=O)N/N=C/C=C/c1ccccc1
#42 COCCN(C(=O)COC(=O)c1cccnc1Cl)c1c(N)n(Cc2ccccc2)c(=O)[nH]c1=O
#43 CCc1ccc2[nH]c(=O)c(CN(Cc3ccc(OC)cc3)Cc3nnnn3CCOC)cc2c1
#44 COc1ccc(N(Cc2cc3ccc(C)cc3[nH]c2=O)C(=O)C2CCCO2)cc1 (stereo not drawn)
Screen / compound no.	2	4	19	21	22	32	42	43	44
GRP78 ERSR act	2%	0%	0%	-4%	-1%	0%	-3%	-5%	-6%
RXFP1 antag	-17	4	22	-19	-3	-8	-6	-3	-1
D2 PAM	-1	16	-1	0	-6	9	-7	10	-7
D1 agonist	2	3	3	3	25	2	1	5	1
RXFP1 ag	0.3%	1.3%	15%	1.2%	-2.8%	-0.8%	-0.6%	2.4%	2.4%
Vif-A3G inh	-24%	1%	2%	-1%	1%	2%	0%	-2%	8%
Vif-A3F inh	-5%	-6%	2%	-11%	-11%	3%	-1%	6%	2%
D1 antagonist	-11	1	-6	9	.	2	14	10	2
D1 PAM	-6	-5	-15	-3	-5	-2	-5	2	-2
